Lipid droplet = inhibitors of hepatocyte lipid droplet formation, primary screen, imaging, high-throughput imaging, BODIPY stain; inhibition, % at 6.5 µM; 0.4% of 240,000 active; AID 1656, 2009; AML12 mouse hepatocytes, oleate lipid droplets;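 active = lipid droplet intensity inhibited by at least 50%, with more than 500 cells counted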
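Material – mouse AML12 hepatocyte cell line, fixed after treatment · Compound dosing – one dose, 6.5 µM compound · Times – compound with oleate, overnight · Measured by – Image-based BODIPY and DAPI two-channel analysis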
T cell modulator = modulators of CD8 T cell-vesicle binding, primary screen, mouse 2C CD8+ T cells, flow cytometry; 2C CD8+ T cell-vesicle binding; stronger effect = lower value; calls only at 7 µM; 0.068% of 330,000 active;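 active = response, share of CD8 T cells binding vesicles, and their 90th percentile fluorescence all below set limits, cut at about 80% in these data, passing the limit was not always enough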
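Assay system: 2C TCR transgenic mouse naive CD8+ T cells, MACS-purified | Read-out: CD8+ gate FL2 mean fluorescence as % of same-row positive control | Signal: High-throughput flow cytometry with anti-B7-1 and anti-CD8 staining | Timing: Binding step 1.5 h, 37 °C, antibody labelling 20 min, ice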
Lipid droplet cells 6.5 µM = second read-out of Lipid droplet, no call of its own (marks repeat the call); cell count; measured here: cell count, cytotoxicity flag;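 cells counted across two imaged fields per well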
T cell modulator vesicle-bound % = also measured in T cell modulator; calls as there; double positive events, %; measured here: CD8+ vesicle-bound cell fraction;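 binding gate set so that unloaded-vesicle control wells show 10% double positive cells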
The depositor's hits bear a star; i = inactive.

SMILES | Lipid droplet | Lipid droplet cells 6.5 µM | T cell modulator | T cell modulator vesicle-bound %
COc1ccc(S(=O)(=O)N2CCCC(C(=O)N3CCOCC3)C2)cc1OC (stereo unspecified) | -21 | 730 | i | 34
COC(=O)c1ccc(C2/C(=C(/O)c3ccc4c(c3)CC(C)O4)C(=O)C(=O)N2CCN2CCOCC2)cc1 (stereo unspecified) | -6 | 757 | i | 19
CC(C)c1ccc(CN2CCSCC2)cc1 | 1 | 849 | i | 47
COc1cc(CNC(C)c2ccccc2)cc(Br)c1OCc1ccc(F)cc1 (stereo unspecified) | -3 | 776 | i | 65
COc1ccc(NC(=O)CN(C)C(C)C(=O)NC(=O)NC2CCCCC2)cc1 (stereo unspecified) | -4 | 688 | i | 8
Cc1ccc(-c2ccc(=O)n(Cc3cccc(Br)c3)n2)cc1 | -5 | 790 | i | 41
O=c1oc2cc(OCCO)ccc2c2c1CCCC2 | -6 | 830 | i | 62
Cc1ccc(C(=O)NC2CCN(C(=O)Nc3ccccc3)CC2)cc1 | 14 | 817 | i | 25
CCc1ccc(NC(=O)C/C(C)=N/NC(=O)COc2ccccc2C)cc1 | 0 | 851 | i | 26
COc1ccccc1NC(=O)CSc1nnc(NC(=O)C2CCC2)s1 | -3 | 807 | i | 36
O=C(Nc1ccc(F)cc1F)C1CCCN1S(=O)(=O)c1ccc(-c2ccc(=O)[nH]n2)s1 (stereo unspecified) | -1 | 778 | i | 9
O=C(OCC(=O)N1CCOCC1)c1ccc(Br)cc1 | -5 | 813 | i | 17
Cc1ccc(CNc2ccc(N3CCOCC3)c(Cl)c2)cc1 | 1 | 844 | i | 38
CCn1c(/C=C/c2cc(Br)ccc2O)nc2ccccc2c1=O | -1 | 769 | i | 61
CC1=C(C(=O)OC2CCCCC2)C(c2ccccc2)NC(=O)N1 (stereo unspecified) | -9 | 779 | i | 49
O=C(c1cnccn1)N1CCCC(N2CCN(c3cccc(Cl)c3)CC2)C1 (stereo unspecified) | -6 | 726 | i | 5
COc1ccc(-c2nc3ccc(C(=O)NCCCN4CCOCC4)cc3nc2-c2ccc(OC)cc2)cc1 | 10 | 772 | i | 23
COCc1ccc(C(=O)N2CCCC(C(=O)c3ccc(SC)cc3)C2)o1 (stereo unspecified) | 2 | 813 | i | 72
COc1ccc(N2CCN(CC(=O)NC(C)c3ccccc3)CC2)cc1 (stereo unspecified) | 4 | 798 | i | 52
CC(=O)Oc1ccc(C(=O)Nc2cccc3c2CCCC3)cc1 | 3 | 848 | i | 41
Cc1c(C(=O)N2CCCCCC2)c(S(=O)(=O)Nc2cccc(F)c2)c(C)n1C | -60 | 717 | i | 49
Cc1ccc(S(=O)(=O)N2CCCNCC2)cc1 | -1 | 852 | i | 22
N#Cc1cc(Cl)c(NCC2CCCO2)cc1C#N (stereo unspecified) | -33 | 821 | i | 67
CC(C)CNC(=O)C1CCN(S(=O)(=O)c2ccc(-n3cnnn3)cc2)CC1 | -3 | 771 | i | 22
Cc1c(C)c2ccc(OCC(=O)NCc3ccccn3)cc2oc1=O | -1 | 790 | i | 21
CCCCCC1CCC(C(=O)N2CCOCC2)CC1 (stereo unspecified) | 2 | 806 | i | 46
CCCCN(C)C(=O)c1nc2ccccn2c1CN1CCC[C@H]1CO | 0 | 782 | i | 66
CCN1C(=O)c2cccc3c(Cl)ccc1c23 | 10 | 801 | i | 49
CC(C)c1ccc(NC2CCCN(C(=O)c3cscn3)C2)cc1 (stereo unspecified) | 10 | 740 | i | 8
COC(=O)CSc1nnc(NC(=O)c2ccc3c(c2)OCO3)s1 | -1 | 807 | i | 20
COc1ccc(C(=O)Nc2ccc(N3CCN(C)CC3)cc2)cc1 | -15 | 770 | i | 46
O=C(CCN1C(=O)/C(=C/c2ccc(F)cc2)SC1=S)NCCc1ccc(O)cc1 | -4 | 744 | i | 6
COc1ccc(NC2CCCN(C(=O)CCCn3cncn3)C2)cc1 (stereo unspecified) | -6 | 713 | i | 32
O=C(CSc1ccc([N+](=O)[O-])cn1)Nc1ccc2c(c1)OCO2 | 4 | 845 | i | 7
O=C(CCc1nnc2n(Cc3ccc(F)cc3)c(=O)c3ccccc3n12)NCCCN1CCOCC1 | -1 | 760 | i | 7
Cc1ccc(N2C(=O)Nc3ccccc3S2(=O)=O)cc1Cl | 5 | 790 | i | 57
CC(=O)C1=C(O)C(=O)N(c2ccc(O)cc2)C1c1ccccc1 (stereo unspecified) | 18 | 421 | i | 25
O=C(NCc1nc(-c2ccc(Cl)cc2)no1)c1ccco1 | -12 | 737 | i | 18
O=C(NCCN1CCN(C(=O)c2ccc([N+](=O)[O-])cc2)CC1)C(=O)NCc1ccccc1 | -10 | 668 | i | 10
CCOc1ccc(-c2ncncc2-c2ccccc2OC)c(O)c1 | 11 | 788 | i | 34
Cn1c(O)c(N=Nc2ccccc2)c2ccccc21 | 10 | 431 | i | 61
O=C1Nc2ccccc2Nc2ccc([N+](=O)[O-])cc21 | -1 | 820 | i | 9
NC(=O)c1nsc(C(=O)N(c2ccc(F)cc2)C(C(=O)NC2CCCC2)c2ccncc2)c1N (stereo unspecified) | 16 | 732 | i | 24
O=C(c1ccccc1)N1CCN(C(=O)c2nn3c(C(F)(F)F)cc(-c4ccccc4)nc3c2Br)CC1 | 6 | 785 | i | 27
CSc1ncc(C(=O)Nc2ccccc2Cl)c(C)n1 | 4 | 809 | i | 23
C=CCn1c(NCc2ccc(OC)cc2)nc2ccccc21 | 4 | 817 | i | 59
Cc1ccc(NC(=O)CSc2cn[nH]n2)cc1 | -6 | 824 | i | 16
Cc1ccccc1NC(=S)NC(=O)/C=C/c1ccco1 | -11 | 794 | i | 50
COc1ccc(-c2noc(C3CCCN(C(=O)c4ccc(F)cc4)C3)n2)cc1 (stereo unspecified) | -2 | 813 | i | 54
CCCC(C(=O)Nc1cc(S(=O)(=O)N2CCOCC2)ccc1OC)c1ccccc1 (stereo unspecified) | -3 | 864 | i | 11
(next part)
SMILES | Lipid droplet | Lipid droplet cells 6.5 µM | T cell modulator | T cell modulator vesicle-bound %
COc1ccccc1N1CCN(C2CCCN(C(=O)c3ccsc3)C2)CC1 (stereo unspecified) | -7 | 673 | i | 66
CC(=O)Nc1cc2nc(C)n(Cc3ccccc3[N+](=O)[O-])c2nc1C | -26 | 803 | i | 50
CCc1ccc(N(C(=O)CNC(=O)c2ccco2)C(C(=O)NC2CCCC2)c2ccncc2)cc1 (stereo unspecified) | -19 | 793 | i | 48
Cc1ccc(C(=O)C(C)OC(=O)c2nc(Cl)ccc2Cl)cc1 (stereo unspecified) | 7 | 714 | i | 59
O=C(CSc1nnc2c(n1)[nH]c1ccc(F)cc12)Nc1ccccc1F | -22 | 921 | i | 66
Cc1ccc(Cl)cc1N1CCN(S(=O)(=O)c2ccc3[nH]c(=O)ccc3c2)CC1 | -6 | 730 | i | 24
CCn1c(C)nnc1SCC(=O)Nc1ccccc1Cl | 1 | 850 | i | 64
CC(=O)c1cccc(OCCCOc2cccc3cccnc23)c1 | -1 | 801 | i | 21
COC(=O)c1c(NC(=O)c2ccco2)sc2c1CCN(C(C)=O)C2 | 1 | 795 | i | 42
Cc1ccc2nc3c(cc(C(=O)NCc4ccco4)c(=N)n3C3CCCC3)c(=O)n2c1 | -15 | 809 | i | 10
CCN(CCn1cccn1)C(=O)CC1C(=O)NCCN1CCc1ccccc1 (stereo unspecified) | -2 | 857 | i | 35
CCN(CC)c1ccc(NC(=O)CSc2nc(C3CC3)nc3ccccc23)cc1C | 7 | 803 | i | 30
CCC1CCCCN1CCCNC(=O)Cn1c(=O)c2cccn2c2ccccc21 (stereo unspecified) | -7 | 779 | i | 18
NS(=O)(=O)c1ccc(NS(=O)(=O)c2ccc(C3CNC(=O)C3)cc2)cc1 (stereo unspecified) | 11 | 783 | i | 22
O=[N+]([O-])c1ccc2nc(Cl)nc(-c3ccccc3)c2c1 | 8 | 837 | i | 36
Cc1cccc(NS(=O)(=O)c2ccc(OCC(=O)N3CCCC3)cc2)c1 | 17 | 729 | i | 9
COc1ccc(C(=O)CSc2nnc(CNC(=O)c3ccco3)n2C)cc1OC | 1 | 727 | i | 30
C=CCNc1nc(-c2ccc3c(c2)OCCO3)cs1 | -26 | 597 | i | 8
COc1ccc(-c2csc(Nc3ccccn3)n2)cc1OC | -6 | 822 | i | 61
Cn1nnc2cc(C(=O)Nc3ccccc3F)ccc21 | 4 | 848 | i | 46

A run of entries from the list above, for reference:
SMILES | Lipid droplet | Lipid droplet cells 6.5 µM | T cell modulator | T cell modulator vesicle-bound %
Cc1ccc(Cl)cc1N1CCN(S(=O)(=O)c2ccc3[nH]c(=O)ccc3c2)CC1 | -6 | 730 | i | 24
CCn1c(C)nnc1SCC(=O)Nc1ccccc1Cl | 1 | 850 | i | 64
CC(=O)c1cccc(OCCCOc2cccc3cccnc23)c1 | -1 | 801 | i | 21
COC(=O)c1c(NC(=O)c2ccco2)sc2c1CCN(C(C)=O)C2 | 1 | 795 | i | 42
Cc1ccc2nc3c(cc(C(=O)NCc4ccco4)c(=N)n3C3CCCC3)c(=O)n2c1 | -15 | 809 | i | 10
CCN(CCn1cccn1)C(=O)CC1C(=O)NCCN1CCc1ccccc1 (stereo unspecified) | -2 | 857 | i | 35
CCN(CC)c1ccc(NC(=O)CSc2nc(C3CC3)nc3ccccc23)cc1C | 7 | 803 | i | 30
CCC1CCCCN1CCCNC(=O)Cn1c(=O)c2cccn2c2ccccc21 (stereo unspecified) | -7 | 779 | i | 18
NS(=O)(=O)c1ccc(NS(=O)(=O)c2ccc(C3CNC(=O)C3)cc2)cc1 (stereo unspecified) | 11 | 783 | i | 22
O=[N+]([O-])c1ccc2nc(Cl)nc(-c3ccccc3)c2c1 | 8 | 837 | i | 36
Cc1cccc(NS(=O)(=O)c2ccc(OCC(=O)N3CCCC3)cc2)c1 | 17 | 729 | i | 9
COc1ccc(C(=O)CSc2nnc(CNC(=O)c3ccco3)n2C)cc1OC | 1 | 727 | i | 30
C=CCNc1nc(-c2ccc3c(c2)OCCO3)cs1 | -26 | 597 | i | 8

The list continues.
SMILES | Lipid droplet | Lipid droplet cells 6.5 µM | T cell modulator | T cell modulator vesicle-bound %
O=C(NC1CCN(Cc2cccc([N+](=O)[O-])c2)CC1)c1ccccc1 | -1 | 417 | i | 27
O=C(NC(=S)Nc1c(Cl)ccc2nsnc12)c1ccccc1F | 12 | 797 | i | 45
COc1ccc(S(=O)(=O)N(CC(=O)NCc2ccco2)c2ccc(F)cc2)cc1 | -2 | 830 | i | 49
COc1cc(C2NC(=O)CCC2[N+](=O)[O-])cc(OC)c1OC (stereo unspecified) | 10 | 816 | i | 54
COc1ccc(OCc2nnc(SCC(=O)Nc3ccccc3F)o2)cc1 | -4 | 830 | i | 45
Cc1ccc(NCC(=O)Nc2cccc(F)c2)cc1S(=O)(=O)N1CCCCCC1 | -8 | 774 | i | 42
O=S1(=O)N=C(N2CCCC2)c2ccccc21 | 3 | 864 | i | 48
COc1ccc(NC(=O)C/C(C)=N/NC(=O)c2ccco2)c([N+](=O)[O-])c1 | -11 | 745 | i | 31
CC(C(=O)NCCc1ccccc1)N1c2cccc3cccc(c23)S1(=O)=O (stereo unspecified) | -8 | 611 | i | 71
CCOC(=O)c1c(NC(=O)CSc2nnnn2-c2ccccc2)sc2c1CC(C)(C)NC2(C)C | -22 | 725 | i | 41
CN(C(=O)CC1C(=O)NCCN1Cc1cccc(F)c1F)C1CC(C)(C)NC(C)(C)C1 (stereo unspecified) | 2 | 824 | i | 78
CCc1sc(C(=O)Nc2ccc3c(c2)OCCO3)cc1Br | -33 | 664 | i | 27
Cc1ccc(C)c(N(CC(=O)NCc2ccccc2)C(=O)c2csnn2)c1 | -19 | 834 | i | 30
COc1ccc(Cn2ccnc2SCC(=O)Nc2ccccc2OC)cc1 | -4 | 850 | i | 60
NC(=O)COc1ccc(NS(=O)(=O)Cc2ccccc2)cc1 | 0 | 806 | i | 48
CCOC(=O)c1ccc(S(=O)(=O)N2CCN(c3ccccn3)CC2)cc1 | 10 | 755 | i | 39
Cc1ccccc1CC1(CO)CCCN(C(=O)Cc2c(F)ccc(F)c2F)C1 (stereo unspecified) | -8 | 789 | i | 57
CCc1cc(=O)oc2cc(C)cc(OCC(=O)NCc3ccccn3)c12 | 4 | 682 | i | 62
Cc1ccc(N(C(=O)CNC(=O)c2ccco2)C(C(=O)NC2CCCC2)c2cccnc2)cc1F (stereo unspecified) | 4 | 780 | i | 34
O=C(O)CCn1ccc2cc(S(=O)(=O)N3CCCCCC3)ccc21 | -14 | 705 | i | 4
CCOc1cccc(N(C(=O)CNC(=O)c2ccco2)C(C(=O)NCC2CCCO2)c2ccccc2)c1 (stereo unspecified) | 0 | 794 | i | 24
O=C(c1ccc2ncsc2c1)N1CCCCC1 | -10 | 641 | i | 17
CCc1ccc(NC2=CC(=O)CC(C)(C)C2)cc1 | 7 | 854 | i | 6
Cc1ccc(C(=O)NCCc2nnc3c(C(F)(F)F)cc(Cl)cn23)o1 | 16 | 742 | i | 8
O=C(COc1ccc([N+](=O)[O-])cc1)Nc1ccc(S(=O)(=O)N2CCOCC2)cc1 | 9 | 755 | i | 40
COCCn1c(SCc2ccccc2)nc2c1c(=O)[nH]c(=O)n2C | -5 | 840 | i | 51
OCc1c[nH]c(=S)n1CCOc1cccc(C(F)(F)F)c1 | -1 | 845 | i | 61

Source: PubChem BioAssay (several laboratories)

Only part of the results is shown. The share of hits here may be higher or lower than overall.
